High-throughput results as filed in PubChem BioAssay.
STK33 kinase inh: inhibitors of purified STK33 kinase, primary screen, biochemical, ADP-Glo luminescence, homogeneous, cell-free. Serine/threonine-protein kinase 33 (Homo sapiens), Q9BYT3. inhibition, % at 10 µM. 320,000 tested, 0.073% active. MBP phosphorylation;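 active = inhibition at or above 25%, using the most active replicate where run in duplicate; inactive = inhibition below 25%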
Target sequence (Q9BYT3 whole entry, looked up): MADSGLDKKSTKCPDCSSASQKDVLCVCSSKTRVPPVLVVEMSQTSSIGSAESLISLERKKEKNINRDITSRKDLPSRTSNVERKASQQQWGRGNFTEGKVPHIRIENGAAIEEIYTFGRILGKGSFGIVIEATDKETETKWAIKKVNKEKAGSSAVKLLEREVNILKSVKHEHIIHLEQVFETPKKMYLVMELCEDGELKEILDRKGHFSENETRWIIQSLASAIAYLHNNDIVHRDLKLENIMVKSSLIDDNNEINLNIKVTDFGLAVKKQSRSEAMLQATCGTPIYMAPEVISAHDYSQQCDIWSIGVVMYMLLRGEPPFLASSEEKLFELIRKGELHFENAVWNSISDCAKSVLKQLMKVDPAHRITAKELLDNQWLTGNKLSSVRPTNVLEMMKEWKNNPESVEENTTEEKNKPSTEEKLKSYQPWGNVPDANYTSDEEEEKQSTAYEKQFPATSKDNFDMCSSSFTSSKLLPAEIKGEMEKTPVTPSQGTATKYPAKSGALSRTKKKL
OX1R antag-1: OX1R (HCRTR1) antagonists, primary screen, fluorescence, CHO/OX1R cells, Fluo-8 calcium, orexin A | AID 434989, 2010 | inhibition, % at 5 µM | Orexin/Hypocretin receptor type 1 (Homo sapiens), O43613 | Fluo-8 calcium fluorescence | 330,000 tested, 0.43% active;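 active = inhibition above its plate's threshold, mean inhibition of all tested compounds on the plate plus 3 SD, cut at about 37% in these data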;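 note: 0% = orexin A challenge wells and 100% = SB-334867-A antagonist wells; not every result past the cut was called active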
Target sequence (O43613 whole entry, looked up): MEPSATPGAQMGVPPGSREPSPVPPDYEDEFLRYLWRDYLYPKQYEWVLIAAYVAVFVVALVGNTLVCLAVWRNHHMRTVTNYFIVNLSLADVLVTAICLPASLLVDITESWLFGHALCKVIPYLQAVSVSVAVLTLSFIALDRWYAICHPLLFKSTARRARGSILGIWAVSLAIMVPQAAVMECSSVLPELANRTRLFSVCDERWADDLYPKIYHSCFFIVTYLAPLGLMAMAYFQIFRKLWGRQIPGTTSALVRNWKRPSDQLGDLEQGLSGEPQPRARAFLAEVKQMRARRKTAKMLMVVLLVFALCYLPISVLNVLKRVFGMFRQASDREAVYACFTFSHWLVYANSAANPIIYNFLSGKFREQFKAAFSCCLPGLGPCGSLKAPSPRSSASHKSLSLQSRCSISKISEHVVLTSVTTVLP
OX1R antag-2: antagonists of human orexin 1 receptor (OX1R) | Orexin/Hypocretin receptor type 1 (Homo sapiens), O43613 | OX1R-expressing cells, FRET antagonist read-out | inhibition, % at 6.6 µM | 330,000 tested, 1.8% active | AID 485270, 2010; in the data active = inhibition mostly above about 38%, no sharp cut-off; inactive = mostly below about 40%;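 note: 0% = agonist challenge alone and 100% = reference antagonist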
Active calls of the source: *; . = no result given.

SMILES	STK33 kinase inh	OX1R antag-1	OX1R antag-2
CCOC(=O)/C(=C/c1ccc(F)cc1)NC(C)=O	-1.2	6	3
CCn1c(Cc2c(C)[nH]c3ccccc23)nnc1SCC(=O)NCc1ccco1	1.2	-17	22
Cc1nn(-c2ccccc2)c(N)c1C1(O)C(=O)Nc2ccccc21 (stereo not drawn)	0.9	-11	18
COc1cc([N+](=O)[O-])ccc1NC(=O)CSc1nc2ccccc2n1-c1ccccc1	-2.1	-18	26
CCOC(=O)N1CCN(S(=O)(=O)c2ccc3c(c2)CCN3C(=O)C2CC2)CC1	-1.4	-11	25
Cc1ccc(CNC(=O)c2ccc(Cl)c(S(=O)(=O)N3CCCCC3)c2)cc1	-1.5	-15	0
COc1ccc(CCNC(=O)COc2ccc(C)nc2[N+](=O)[O-])cc1	-0.5	-15	23
COC(=O)c1sc(NC(=O)CSc2nnc(C(C)C)n2C)nc1C	-1.0	-14	16
CC(C)CN(Cc1c(O)ccc2ccccc12)CC(C)C	-0.7	-18	20
Cc1cccc(NC(=O)c2sc3nc(-c4ccc(F)cc4)cn3c2C)n1	-1.3	-23	18
O=C(CSCc1ccccc1Br)N/N=C/c1ccc2c(c1)OCO2	0.3	18	59
COc1cc(C(=O)NCCCNc2nc3cc(C)cc(C)c3cc2C#N)cc(OC)c1OC	0.4	-24	47
CCN(Cc1ccccc1)C(=O)CN1C(=S)NC(C)(C)CC1C (stereo not drawn)	-2.1	0	12
CC(C)C(=O)NC(=S)Nc1ccccn1	-0.6	-12	11
C/C(=C\c1ccc(C)o1)C(=O)c1c(C)cc(C)[nH]c1=O	-0.2	1	5
Cc1cccc(C)c1NC(=O)CN1CCc2ccccc2C1	-0.2	-11	5
COc1ccc(-c2cc(C(F)(F)F)n3nc(C(=O)O)cc3n2)cc1OC	0.4	6	32
CN(C)C(=O)CSc1nc(-c2cccs2)c(-c2cccs2)[nH]1	0.3	-6	15
CCOCC(=O)Nc1cc(C(=O)Nc2ccc(F)cc2)ccc1Cl	0.5	-14	15
COc1cc(O)c2c(=O)cc(-c3ccccc3)oc2c1	-0.4	-16	15
Cc1c(CC(=O)N2C[C@H]3C[C@@H](C2)c2cccc(=O)n2C3)c(=O)oc2cc3occ(C(C)(C)C)c3cc12	-0.1	-24	9
Cc1cc(C)cc(NC(=O)Nc2ccc3c(c2)CCC3)c1	-1.8	1	36
CCC(=O)N(Cc1ccco1)c1nc(-c2ccc(OC)cc2)cs1	1.4	-12	23
COc1ccccc1-c1csc2ncnc(Sc3nnnn3C)c12	-0.4	2	-1
CCN1CCN(CCNC(=O)Nc2ccc([N+](=O)[O-])cc2)CC1	-0.8	-12	34
O=C(C1=C[C@@H]2[C@H]3C(=O)N(c4ccccc4)C(=O)[C@H]3[C@@H](C(=O)c3ccc(Cl)cc3)N2C=C1)c1ccccc1	-1.0	-5	10
O=C(COC(=O)c1cccs1)c1ccccc1	0.8	-9	20
CCn1nc(C)cc1C(=O)N1CCCC(C(=O)c2ccccc2SC)C1 (stereo not drawn)	-3.3	-17	15
COc1ccc(OC)c(NS(=O)(=O)c2ccc(-c3coc(C)n3)cc2)c1	-1.8	-18	15
O=C(NCc1ccccn1)Nc1ccccc1C(F)(F)F	-2.4	-5	17
COc1ccc(Cl)cc1NC(=S)N1CCCC1	1.1	-34	30
COc1ccc(NC(=S)N2CCN(C/C=C/c3ccccc3)CC2)cc1	-1.2	-18	2
Cc1ccc2c(c1)C1CN(C)CCC1N2CC(=O)N(C)c1ccccc1 (stereo not drawn)	-0.7	0	-1
COc1ccc(CCNC(=O)c2ccc(CS(=O)(=O)c3ccc(Cl)cc3)o2)cc1OC	-1.4	6	15
Cc1cc(C)n(/N=C/c2c[nH]c3ccccc23)c(=O)c1C#N	0.0	-23	5
Cc1[nH]c2ccccc2c1SCC(=O)N1CCCCC1	-1.1	-22	7
Cc1ccccc1NC(=O)NCC1CCN(Cc2cccc(Cl)c2)CC1	4.4	3	8
OCC[C@@H]1C[C@@H](O)[C@H](O)[C@]2(OCCCc3ccccc32)O1	-1.2	-6	16
Nc1nc(-c2ccccc2)cs1	-2.1	6	2
O=C(CCc1ccccn1)N1CCCC(N2CCN(c3cccc(C(F)(F)F)c3)CC2)C1 (stereo not drawn)	-0.3	-48	19
CCOCCCN(C)C1CCN(C(=O)c2oc3ccccc3c2NC(=O)Cc2ccc([N+](=O)[O-])cc2)CC1	-1.4	-32	9
COC(=O)Cn1c(=NC(=O)C(C)C)sc2c(C)cc(C)cc21	0.0	-40	4
NNc1nc(-c2ccccc2)nc2sc3c(c12)CCCC3	0.2	-17	8
CC[C@@H]1[C@H]2CCCC(=O)N3CC[C@@H](C[C@H]1O)[C@@H]23	0.2	-19	25
O=C(COc1ccccc1)c1cn(CC(=O)N2CCCC2)c2ccccc12	-0.5	-34	11
CCOc1ncccc1C(=O)OCC(=O)NCc1cccs1	0.9	-9	3
COc1ccc(CC(=O)NCC(=O)N/N=C/c2c[nH]c3ccccc23)cc1	0.2	-14	12
CSCC[C@H](NC(=O)[C@H](Cc1ccccc1)n1c(=O)[nH]c2ccccc2c1=O)C(=O)N1CCC[C@H]1C(=O)O	-1.0	-10	7
N#Cc1ccc(OCC(O)CN2CCC(C(O)(c3ccccc3)c3ccccc3)CC2)cc1 (stereo not drawn)	0.0	-10	1
O=C(CC1SC(N2CCCCC2)=NC1=O)Nc1cccc(C(F)(F)F)c1 (stereo not drawn)	-2.5	-30	12

(list continues)
SMILES	STK33 kinase inh	OX1R antag-1	OX1R antag-2
CN(CCCNC(=O)C1CCN(S(=O)(=O)c2cccc3nsnc23)CC1)Cc1ccccc1	-1.4	-31	36
O=C(C[n+]1ccccc1)N/N=C/c1ccccc1[N+](=O)[O-]	0.5	-13	50
CCOC(=O)N1CCN(Cc2nc3ccc([N+](=O)[O-])cc3c(=O)n2-c2ccc(OC)cc2OC)CC1	0.5	-22	21
CCCCN(C)C(=O)c1nc2ccccn2c1CN1CCN(C(=O)c2cccs2)CC1	0.6	-16	9
Cc1occc1C(=O)Nc1cc(S(=O)(=O)N2CCOCC2)ccc1OC(C)C	-0.4	-32	5
COc1ccccc1Oc1ccccc1C(=O)O	2.8	-6	5
CCCCn1c(/N=C/c2c[nH]c3ccccc23)nc2ccccc21	0.3	-8	0
O=C(CN1C(=O)NC2(CCCC2)C1=O)NNC(=O)c1ccccc1	-2.3	-8	16
Cc1ccc(CNC(=O)C2CC(c3ccccc3[N+](=O)[O-])=NO2)cc1 (stereo not drawn)	-2.0	-35	13
Cc1ccc(C(=O)Nc2cccc(NC(=O)c3cccs3)c2)c(C)c1	-0.6	10	64*
COCCN1C(=O)C(=O)/C(=C(/O)c2cccc(OC)c2)C1c1ccc(C)o1 (stereo not drawn)	0.2	-21	-3
O=C(CN1C(=O)NC2(CCOc3ccccc32)C1=O)c1ccc(F)c(F)c1 (stereo not drawn)	-1.2	-20	8
O=C(NCc1ccc2c(c1)OCO2)c1ccc(NC(=O)C2CCCO2)cc1 (stereo not drawn)	-1.6	-2	22
COc1ccc(C(CNC(=O)C(CCSC)NC(=O)c2ccccc2Cl)N2CCCCC2)cc1 (stereo not drawn)	0.3	-35	3
COC(=O)C(Cc1ccccc1)NCC(=O)Nc1cccc(Cl)c1C (stereo not drawn)	-0.1	-19	13
C[C@H](NC(=O)Nc1cccc(Br)c1)C(=O)O	2.1	-6	7
CC(=O)N1CCOc2ccc(S(=O)(=O)Nc3ccc(C)cn3)cc21	-1.5	2	4
Cc1c(N2C(=O)CSC2c2ccco2)c(=O)n(-c2ccccc2)n1C (stereo not drawn)	-1.5	-6	12
Cc1[nH]c(C)c2c(=O)[nH]ncc12	1.5	7	8
Cc1cccc(N2CC(C(=O)Nc3ccc(S(=O)(=O)Nc4nccs4)cc3)CC2=O)c1C (stereo not drawn)	-0.8	1	14
O=c1[nH]nc(Cc2ccccc2)c2ccccc12	-0.2	2	6
N#C/C(=C\c1ccc(OCc2ccccc2)cc1)C(=O)Nc1ccc(C(=O)O)cc1	-1.5	-6	9
Cc1cc(C)cc(C(=O)NC(=S)Nc2ccc(Cc3ccncc3)cc2)c1	-0.7	-22	4
CC1CN(CCCCN2C(=O)c3ccccc3C2=O)CC(C)O1 (stereo not drawn)	0.8	-19	15
CCn1nc(C(=O)NNC(=O)COc2ccccc2C)c2ccccc2c1=O	2.2	-9	1
Cc1ccc(N(C(C)C(=O)Nc2c(C)n(C)n(-c3ccccc3)c2=O)S(C)(=O)=O)cc1C (stereo not drawn)	-1.7	-2	15
CCC1(C)C(Nc2c(C)cccc2C)=NC(=S)N1c1ccc(NC(C)=O)cc1 (stereo not drawn)	.	-8	14
CCCCCCn1c(N2CCCC2)nc2c1c(=O)n(C)c(=O)n2C	-1.4	-20	6
O=C(Nc1ccc(Cl)cn1)c1ccccc1[N+](=O)[O-]	0.6	-8	28
CCn1c(CNC(=O)c2ccccc2Br)nnc1SCC(=O)Nc1nncs1	11	-18	15
CC(CCc1ccccc1)NC(=O)CCC(=O)N1CCC(C(=O)O)CC1 (stereo not drawn)	1.3	-9	-2
COc1cccc(-c2nnc(SCC(=O)OC(C)C)n2N)c1	-1.0	-14	14
N#Cc1ccc(C(=O)OCC(=O)Nc2cccc(S(=O)(=O)NC3=NCCC3)c2)cc1	0.0	20	0
Cc1ccc(SCc2ccc(C(=O)Nc3nccs3)o2)cc1	-0.9	-22	27
CCC(c1nnnn1CCOC)N1CCN(Cc2ccccc2)CC1 (stereo not drawn)	-0.8	-18	8
Cc1ccc(S(=O)(=O)N2CCCN(S(=O)(=O)c3ccc(C(F)(F)F)cc3)CC2)cc1	-0.7	-16	4
COc1ccc(/C=N/NC(=O)c2cc(-c3ccccc3)nc3ccccc23)c(OC)c1	8.8	20	42*
O=C(O)c1cccc(Oc2ccc([N+](=O)[O-])cc2)c1	-1.8	-2	21
Cc1ccc(S(=O)(=O)N(C)CC(=O)Oc2ccc(-c3nnco3)cc2)cc1	.	-14	8
CCN(C(=O)CSc1nc2cc(Cl)ccc2c(=O)n1Cc1ccco1)C1CCS(=O)(=O)C1 (stereo not drawn)	5.6	-22	40
C=C(C)c1ccccc1	-1.1	5	5
CC(=O)Nc1ccc(S(=O)(=O)N(C)CC(=O)OCC(=O)N(C)c2ccccc2)cc1	-1.6	-4	27
CC(NC(=O)[C@H](C)NC(=O)[C@@H]1CSC2c3ccccc3C(=O)N21)c1ccccc1 (stereo partly drawn)	-1.3	-16	11
O=C(NC(=S)Nc1ncccn1)c1ccccc1Br	1.3	-14	-6
CC(C)CCNC(=O)[C@@H](NC(=O)c1c(F)cccc1F)C(C)C	0.0	-14	6
CCOC(=O)C(=O)Nc1cccc(C(=O)OCC)c1	-0.3	-12	8
O=C(c1cccc(Cl)c1)N1CCN(Cc2ccccc2F)CC1	-1.0	-14	-1
O=C1CC(c2ccccc2)SC(N(c2ccccc2)c2ccccc2)=N1 (stereo not drawn)	2.1	-31	16
CCn1cc(CN2CCc3c([nH]c4ccccc34)C2c2ccc(F)c(OC)c2)c(C)n1 (stereo not drawn)	-1.6	-29	13
O=C(CCC(=O)OCC(=O)c1ccc(C(F)(F)F)cc1)OCC(=O)c1ccc(C(F)(F)F)cc1	-1.7	2	-3

(list continues)
SMILES	STK33 kinase inh	OX1R antag-1	OX1R antag-2
FC(F)(F)c1cccc(Cn2nnnc2-c2ccc(Cl)cc2)c1	0.0	-25	11
COc1ccc(N2CCN(C(=O)CSc3ccccc3)CC2)cc1	-1.2	-12	10
COc1nc(C)cc(C)c1S(=O)(=O)c1ccccc1C	0.0	-6	-10
COc1ccc(NS(=O)(=O)c2cccc(C(=O)OCC(=O)Nc3cc(C)on3)c2)cc1	0.1	-16	28
CC1(C)OC(=O)C(=NNc2ccc(Cl)cc2)C(=O)O1	-0.4	2	22
COc1ccc(S(=O)(=O)N2CCN(c3nn(C)c(=O)n(C)c3=O)CC2)cc1	0.8	-9	0
CCn1c(Cc2ccccc2)nnc1SCC(=O)NC1CCCC1	-1.6	-21	30
CCc1nnc(NC(=O)CSc2nc3ccccc3s2)s1	-1.6	-24	14

13 of the compounds above, with bars between the fields:
mol | STK33 kinase inh | OX1R antag-1 | OX1R antag-2
CC(C)C(=O)NC(=S)Nc1ccccn1 | -0.6 | -12 | 11
C/C(=C\c1ccc(C)o1)C(=O)c1c(C)cc(C)[nH]c1=O | -0.2 | 1 | 5
Cc1cccc(C)c1NC(=O)CN1CCc2ccccc2C1 | -0.2 | -11 | 5
COc1ccc(-c2cc(C(F)(F)F)n3nc(C(=O)O)cc3n2)cc1OC | 0.4 | 6 | 32
CN(C)C(=O)CSc1nc(-c2cccs2)c(-c2cccs2)[nH]1 | 0.3 | -6 | 15
CCOCC(=O)Nc1cc(C(=O)Nc2ccc(F)cc2)ccc1Cl | 0.5 | -14 | 15
COc1cc(O)c2c(=O)cc(-c3ccccc3)oc2c1 | -0.4 | -16 | 15
Cc1c(CC(=O)N2C[C@H]3C[C@@H](C2)c2cccc(=O)n2C3)c(=O)oc2cc3occ(C(C)(C)C)c3cc12 | -0.1 | -24 | 9
Cc1cc(C)cc(NC(=O)Nc2ccc3c(c2)CCC3)c1 | -1.8 | 1 | 36
CCC(=O)N(Cc1ccco1)c1nc(-c2ccc(OC)cc2)cs1 | 1.4 | -12 | 23
COc1ccccc1-c1csc2ncnc(Sc3nnnn3C)c12 | -0.4 | 2 | -1
CCN1CCN(CCNC(=O)Nc2ccc([N+](=O)[O-])cc2)CC1 | -0.8 | -12 | 34
O=C(C1=C[C@@H]2[C@H]3C(=O)N(c4ccccc4)C(=O)[C@H]3[C@@H](C(=O)c3ccc(Cl)cc3)N2C=C1)c1ccccc1 | -1.0 | -5 | 10
